# MRP-1 activ = MRP-1 activation; AID 799; viability increase, % at 10 µM; H69AR cells + doxorubicin, viability rescue, CellTiter-Glo; 0.61% of 140,000 active;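 active = viability gain under doxorubicin at or above a set limit, the compound median plus 3 SD, cut at about 4.7% in these data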;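 note: MRP-1 overexpressing cells given doxorubicin 25 µM after compound pretreatment; 18-22 h compound pretreatment then 72 h with doxorubicin before readout; 0% = doxorubicin-only wells and 100% = vehicle-treated cells without doxorubicin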
# GALR2 blocker = GALR2 (human) receptor antagonism; O43603; GALR2-expressing cells, antagonist mode; inhibition, % at 4 µM; AID 828; 0.39% of 140,000 active; in the data active = inhibition above about 27%;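 note: cells stimulated with galanin 1-16 at roughly its EC80; 0% = agonist challenge control and 100% = basal control without agonist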
# Target sequence (O43603 whole entry, looked up): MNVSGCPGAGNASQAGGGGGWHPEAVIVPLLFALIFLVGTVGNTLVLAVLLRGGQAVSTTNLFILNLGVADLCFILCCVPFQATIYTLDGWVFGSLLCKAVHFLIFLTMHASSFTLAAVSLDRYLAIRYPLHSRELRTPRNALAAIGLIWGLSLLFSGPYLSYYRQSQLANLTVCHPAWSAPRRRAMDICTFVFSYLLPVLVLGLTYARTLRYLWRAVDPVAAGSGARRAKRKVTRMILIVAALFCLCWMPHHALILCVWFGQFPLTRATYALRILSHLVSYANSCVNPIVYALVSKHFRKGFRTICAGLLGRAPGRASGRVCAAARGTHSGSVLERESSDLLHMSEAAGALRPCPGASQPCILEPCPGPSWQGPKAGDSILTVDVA
# Yeast life ext = extends the lifespan of yeast; S. cerevisiae growth with nicotinamide, OD615; deaD strain in restrictive glucose medium; inhibition of the nicotinamide effect, % at 10 µM; 0.68% of 130,000 active; AID 775;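 active = inhibition above a set limit, placed 3 SD over the median of all compounds, cut at about 26% in these data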;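 note: 0% = nicotinamide-treated wells and 100% = cells grown without nicotinamide; some compounds called inactive have numbers as strong as hits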
#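 assay system = DeaD-strain S. cerevisiae | measured by = absorbance at 615 nm | probe or stimulus = nicotinamide 1.5 mM | buffer or medium = CSMM-D glucose medium, restrictive | times = 48 h at 30 °C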
# E-sel TNF inh = TNF alpha driven E-selectin expression inhibition; 0.71% of 120,000 active; inhibition, % at 2 µM; HUVEC TNFa-induced E-selectin immunofluorescence, high content;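 active = inhibition above the batch mean plus 3 SD, and confirmed as a hit on visual image review, cut at about 43% in these data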;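 note: 0% = TNF-stimulated DMSO wells and 100% = unstimulated control wells; not every result past the cut was called active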
# Phagocyt inh = blocks phagocytosis by macrophages; inhibition, % at 5 µM; 0.07% of 110,000 active; J774A.1 macrophage IgG-bead phagocytosis, imaging;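 active = inhibition above the mean of the plate negative controls plus 5 SD, cut at about 13% in these data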;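 note: phagocytic index as fraction of beads internalized from green versus red external bead signal; plate controls were DMSO negative control for no effect and cytochalasin-D positive control for full effect; some results beyond the cut were filed as inactive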
# HCT116 PTEN-null = PTEN-deleted cell growth suppression | viability, % at 10 µM | 1.2% of 140,000 active | HCT116 PTEN-null viability, CellTiter-Glo, 60 h; active compounds read low;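 active = viability at or below a set limit, 4 SD under the median of all tested compounds, cut at about 3.7% in these data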;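 note: PTEN knockout HCT116 line with beta catenin targeted HCT116 as companion control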
# BB579 growth dn = yeast BB579 growth reduction in restrictive medium | S. cerevisiae BB579 growth, OD615, 48 h | inhibition, % at 10 µM | 0.51% of 140,000 active | AID 804;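 active = inhibition above a set limit, 3 SD over the mean compound inhibition, cut at about 44% in these data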; note: inactives centre near -24
#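 System: Saccharomyces cerevisiae DeaD strain BB579, replicative lifespan model yeast | Buffer or medium: Restrictive glucose-based CSMM-D medium | Times: 4 h preincubation and 48 h exposure at 30 °C | Detection: OD615 turbidity measurement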
# NPY Y2 blocker = antagonists of human neuropeptide Y receptor Y2; P49146; NPY-Y2 expressing cells, antagonist mode; inhibition, % at 2.7 µM; 0.99% of 140,000 active; in the data active = inhibition above about 17%;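 note: 0% = vehicle with agonist challenge and 100% = reference antagonist with challenge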
# Target sequence (P49146 whole entry, looked up): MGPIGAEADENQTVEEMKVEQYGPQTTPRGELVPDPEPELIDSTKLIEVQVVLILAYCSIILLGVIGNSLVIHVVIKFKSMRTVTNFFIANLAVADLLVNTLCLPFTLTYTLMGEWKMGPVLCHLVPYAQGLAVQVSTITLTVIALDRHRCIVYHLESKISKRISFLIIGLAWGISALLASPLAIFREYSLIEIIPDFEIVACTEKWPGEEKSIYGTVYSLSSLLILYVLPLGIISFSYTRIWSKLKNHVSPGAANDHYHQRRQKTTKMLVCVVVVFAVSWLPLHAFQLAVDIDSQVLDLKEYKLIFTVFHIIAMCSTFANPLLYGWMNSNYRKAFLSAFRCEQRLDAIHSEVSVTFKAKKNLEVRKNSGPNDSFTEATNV
# HCT116 bCat-KO = beta-catenin-lacking colon tumor cell growth suppression; HCT116 beta-catenin knockout viability, CellTiter-Glo, 60 h; active compounds read low; viability, % at 10 µM; 1.5% of 140,000 active;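 active = viability at or under a set limit, the compound median less 4 SD, cut at about 6% in these data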;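 note: 0% = Hyamine 1622 control at 20 µM and 100% = untreated cell control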
# Measles CPE = protection of cells from measles virus; Measles virus-infected cells, CPE protection, absorbance; 1.5% of 140,000 active; protection (pct of control), % at 4 µM; AID 841; in the data active = protection mostly above about 24%, no sharp cut-off; inactive = mostly below about 26%; note: some compounds called inactive have numbers as strong as hits
# Numbers without * were called inactive; / = not tested or not shown; & = joins results of further samples.
SMILES,MRP-1 activ,GALR2 blocker,Yeast life ext,E-sel TNF inh,Phagocyt inh,HCT116 PTEN-null,BB579 growth dn,NPY Y2 blocker,HCT116 bCat-KO,Measles CPE
O=C(COC(=O)c1ccccc1C(=O)c1ccccc1)Nc1cccc([N+](=O)[O-])c1,-2.6,14,2,-8,-5,77,-19,6,74,1
COc1ccc(-n2c(SCC(=O)Nc3ccc([N+](=O)[O-])cc3OC)nc3ccccc32)cc1,-3.0,-8,9,/,-3,69,-13,4,64,3
O=C(CSc1nnc(CNC(=O)c2cccs2)o1)NC1CCCCC1,0.9,-17,-9,-4,-2,108,-12,-2,102,6
O=C(c1ccco1)N1CCN(S(=O)(=O)c2cccs2)CC1,-1.8,-1,-5,/,-3,92,1,2,93,3
O=C(Nc1ccccc1N1CCOCC1)c1ccc2ccccc2n1,-4.0,3,-22,-5,3,79,-47,10,76,5
CC(C)NS(=O)(=O)c1ccc(NC(=O)CCc2ccccc2)cc1,0.0,2,-12,20,3,99,-2,3,97,11
CCOCCc1nnc(NC(=O)Cc2ccccc2)s1,-1.0,10,-10,-12,0,106,0,2,103,16
Fc1ccc(-c2nnc3ccc(N4CCc5ccccc5C4)nn23)cc1,-5.4,2,-1,4,-1,32,-25,2,48,26
Cc1ccc(OCC(=O)Nc2ccc(-c3nnc(-c4ccco4)o3)cc2)cc1,0.6,3,-12,/,0,91,-8,4,89,2
CCOC(=O)c1ccc(CNC(=O)C(Cc2c[nH]c3ccccc23)NC(C)=O)o1 (stereo not given),-1.3,-7,-8,-6,-1,101,-61,-2,97,15
C=CCNC(=O)CC(=O)N/N=C/c1ccc(C(=O)OC)cc1,-0.7,3,-21,-73,-1,96,-16,-1,99,11
CCN(CC)c1ccc(NC(=O)c2ccc(NC(=O)C3CCCO3)cc2)c(C)c1 (stereo not given),0.7,4,-3,-49,0,95,-80,-1,110,9
CCCCNC(=O)C1CCCN1C(=O)Nc1ccccc1 (stereo not given),0.5,-1,/,8,/,102,-13,1,104,5
Cc1c(C(=O)N/N=C/c2ccc(-c3ccccc3[N+](=O)[O-])o2)sc(N)c1C#N,-2.1,16,1,5,/,100,-40,8,99,5
CCOC(=O)c1c(C)[nH]c2ccc(O)cc12,-3.6,1,/,-21,-1,90,-47,1,89,17
O=C(NCc1ccco1)C(c1ccc(F)cc1)N(Cc1cccnc1)C(=O)Cn1nnc2ccccc21 (stereo not given),-2.7,-10,-8,18,0,95,-7,3,97,7
CC(C)(C)c1ccc(C(=O)NNC(=S)NCC2CCCO2)cc1 (stereo not given),-2.3,3,5,/,6,91,6,3,82,12
COc1ccc(N2CCN(C(=O)C3CC(O)CN3S(=O)(=O)c3ccc([N+](=O)[O-])cc3)CC2)cc1 (stereo not given),-2.0,18,0,/,-3,100,-36,0,99,8
Cc1ccc(-n2c(Cc3cccn3C)nnc2SCC(=O)NC2CCCCC2)cc1,-0.9,-10,-11,/,1,92,-12,2,95,3
COc1ccc(-n2c(=O)c3ccccc3n(Cc3ccc(F)cc3)c2=O)cc1OC,-0.1,-9,-14,15,-1,105,-56,2,97,7

# Looked up above.
# Result for CCN(CC)c1ccc(NC(=O)c2ccc(NC(=O)C3CCCO3)cc2)c(C)c1 (stereo not given) under Measles CPE: 9
# Result for COc1ccc(-n2c(=O)c3ccccc3n(Cc3ccc(F)cc3)c2=O)cc1OC under GALR2 blocker: -9

# The list goes on:
SMILES,MRP-1 activ,GALR2 blocker,Yeast life ext,E-sel TNF inh,Phagocyt inh,HCT116 PTEN-null,BB579 growth dn,NPY Y2 blocker,HCT116 bCat-KO,Measles CPE
Cc1ccc(-n2nc3c(=O)n(CC(=O)c4ccc(F)cc4)nc(C)c3c2C)cc1,-0.5,6,-1,-12,-2,71,-40,1,76,10
COC(=O)COc1cccc2c(=O)n(CC(=O)N3CCCc4ccccc43)ccc12,-1.9,2,-9,18,-1,103,21,16,99,4
Clc1ccc(-c2nnc(CSc3nnc(-c4cccs4)n3Cc3ccccc3)o2)cc1,-1.8,0,-5,-14,-4,35,-32,25*,36,3
O=C(O)C1C2C=CC(C2)C1C(=O)NCc1ccoc1 (stereo not given),-0.6,-9,-20,/,0,106,1,0,105,4
CC(=O)Cc1nsc(NC(=O)C2Cc3ccccc3C(=O)O2)n1 (stereo not given),-1.6,-6,-7,-13,0,100,-20,2,93,15
COc1ccccc1C(=O)NC(=S)N1CCCc2ccccc21,-3.5,0,-21,-11,/,87,-59,3,81,20
COc1ccc(CCN2C(=O)c3cccc4cccc(c34)C2=O)cc1OC,-3.8,15,-5,/,-2,92,-20,3,92,8
COc1c2occc2c(OC)c2c(=O)cc(C(F)(F)F)oc12,-0.9,-1,-12,-9,1,94,1,4,98,7
O=C1CSC(c2ccc(F)cc2)N1c1nnc(C23CC4CC(CC(C4)C2)C3)s1 (stereo not given),-0.5,-7,-2,10,0,92,-25,0,96,1
COc1cc(NC(=O)c2ccc(Br)o2)ccc1NC(=O)C(C)C,1.6,-2,-8,2,2,115,13,-1,101,1
CCOC(=O)/C(C#N)=C/c1cn(CCOc2ccccc2)c2ccccc12,-1.4,3,3,/,-6,83,-36,7,87,25
Cc1ccccc1NC(=O)NC1(C(=O)NCCCN2CCOCC2)CCCCC1,0.2,10,/,4,/,101,6,2,91,14
COc1ccc(Cn2nnc3c(=O)[nH]c(C(=O)NCCc4ccc(F)cc4)nc32)cc1OC,-1.5,5,-11,15,-1,108,-15,4,101,9
Cc1ccc(-n2c(SCC(=O)Nc3cc(C)on3)nc3ccccc3c2=O)cc1,-1.2,-4,-8,0,-1,95,-16,3,93,11
O=C(C1CC(=O)N(C2CCCC2)C1)N1CCC(Cc2ccccc2)CC1 (stereo not given),-1.7,-7,-22,-8,/,74,-44,1,81,3
COC(=O)/C=C\C(=O)Nc1cccc([N+](=O)[O-])c1,-0.3,1,16,/,/,91,-6,2,95,1
Cn1c(=O)c(-c2ccccc2)nc2ccccc21,-4.5,15,/,27,/,97,-8,-1,85,5
C=CCNC(=O)C1CC=CCC1C(=O)O (stereo not given),0.6,-4,-11,3,-1,100,-25,4,89,4
Oc1c(C=C2N=c3ccccc3=N2)sc(=S)n1-c1ccc(F)cc1,9.2*,-1&11,3&-7,-21,-10,75&87,-34&-31,-5&-4,75&78,11&4
O=C1CC(c2ccc(F)cc2)SC(N(c2ccccc2)c2ccccc2)=N1 (stereo not given),-3.9,-3,0,/,/,89,-25,5,93,6
O=c1cc(CO)occ1OCc1ccccc1,1.9,-16,-3,20,2,121,-30,1,102,13
Cc1oc(C(=O)O)cc1COc1ccccc1Cl,-1.1,8,-12,10,-1,91,-2,5,98,7
COc1ccc(NC(=O)CC2C(=O)N(c3ccc(OC)cc3)C(=O)N2CCc2cccs2)cc1 (stereo not given),3.7,1,3,/,1,74,-16,3,68,13
N#Cc1c(Sc2ncc(C(F)(F)F)cc2Cl)nsc1C/C=N\OCc1c(F)cccc1Cl,-0.7,-6,6,-10,0,97,-107,3,85,3
CCOC(=O)CCC(NC(=O)c1ccc(NCN2C(=O)c3ccccc3C2=O)cc1)C(=O)OCC (stereo not given),-0.2,0,-14,-9,-1,110,0,0,103,9
Cc1cccc(C)c1NC(=O)CSc1nnc(-c2ccccc2)n1Cc1ccc2c(c1)OCO2,-0.7,13,-24,-12,/,81,-10,1,86,4
COc1ccc(CCN2CN(S(=O)(=O)c3ccccc3)c3nc4ccccc4nc32)cc1OC,1.8,9,2,-12,-7,78,4,-1,95,7
C=CCN1C(=O)NC2(CCCCC2)C1=O,1.6,13,-2,/,-1,98,-57,2,96,7
COc1ccc(N2C(=O)CN=C2Nc2nc(C)cc(C)n2)cc1,-0.9,10,3,18,-1,97,-33,2,99,3
NS(=O)(=O)c1ccc(NC(=O)CSC2CCCCC2)cc1,1.2,2,-5,/,0,113,-56,2,99,23
CCCCCOC(=O)C1[C@H]2C(=O)N(Cc3cccs3)C[C@]23C=C[C@H]1O3 (stereo not given in full),-2.9,0,-21,-10,-1,94,-56,0,90,4
O=C(NCCc1ccc(Cl)cc1)c1ncn[nH]1,3.8,-1,-16,19,-1,102,-25,5,102,8
CCS(=O)(=O)N1Cc2ccccc2CC1C(=O)Nc1nnc(SCc2ccc(C#N)cc2)s1 (stereo not given),-2.7,11,-4,/,-2,72,-14,4,69,5
COc1ccc(N2CCN(CCNC(=O)Nc3ccc(Cl)cc3)CC2)cc1,1.2,2,-6,6,1,80,22,4,78,4
Cc1cc(-c2ccccc2)nc(Oc2ccc(C(C)(C)C)cc2)c1S(C)(=O)=O,-4.7,-11,5,-20,-2,53,-5,8,60,6
COc1ccc(N2CCN(CCCn3c(=S)[nH]c4ncccc4c3=O)CC2)cc1,-2.0,-3,-5,-2,2,96,28,0,92,25*
CCC(C)NC(=O)N[C@@H](CCSC)C(=O)OC (stereo not given in full),-2.2,-4,3,4,1,101,7,2,94,3
CC(=O)N(C(C)=O)c1c(C#N)c(C)n(-c2ccccc2)c1C(=O)c1ccccc1,-0.3,3,32*,-7,2,105,-52,1,106,6
O=C(O)CCc1ncc(C(F)(F)F)cc1Cl,-0.2,10,-4,1,0,101,-7,-1,101,8
O=C(NC1CCCC1)C1CCCN1C(=O)Nc1ccc(Cl)cc1 (stereo not given),-0.4,7,-10,-3,-1,95,-38,3,93,13
Cn1c(=O)c2c(nc(Br)n2CCCc2ccccc2)n(C)c1=O,-1.1,-7,-9,/,4,79,-25,3,81,3
CN(C(=S)NC1CCCCC1)C1(c2ccccc2Cl)CCCCC1=O (stereo not given),-3.2,27*,4,/,-9,64,-29,3,78,13
O=C(COCc1nc2ccccc2c(=O)[nH]1)NC1CCCC1,-0.2,1,-5,23,0,97,-30,-1,100,/
CN1CC=C2C(C#N)=C(N)C(C#N)(C#N)[C@H](c3cccs3)[C@H]2C1,-5.8,6,/,-28,/,78,-28,1,76,2
Cc1c(C(=O)NCCCN2CCOCC2)sc2nc(-c3ccccc3)cn12,-3.8,17,-5,-4,/,88,-7,2,90,8
Cc1nnc(SCC(=O)c2cc(C)n(-c3ccc4c(c3)OCO4)c2C)s1,-0.8,-8,-2,/,0,57,-32,6,50,5
S=c1[nH]nc(-c2cccnc2)n1/N=C/c1ccc(Br)s1,-2.9,-4,1,-20,-11,84,-7,-2,82,16
Cc1ccc(/C=N/NC(=O)CSc2nc3ccccc3o2)cc1,-0.3,-6,-5,-3,-2,110,-11,5,101,3
CCOC(=O)CC1C(=O)NCCN1C(=O)c1c(F)cccc1F (stereo not given),-0.4,7,-2,2,-1,91,-19,-1,96,4
CS(=O)(=O)N1CCC(C(=O)Nc2ccc(OCc3ccccc3)cc2)CC1,-1.1,1,-6,5,-1,105,-54,0,96,16
Cc1ccc(CS(=O)(=O)CCC(=O)NCCCOC(C)C)cc1,-0.8,-3,-5,24,/,95,22,3,97,11

# Bioassay records deposited in PubChem BioAssay by several laboratories.
